Shiga inhibitor = A qHTS for Small Molecule Inhibitors of Shiga Toxin. Vero cells, Shiga toxin protein synthesis inhibition reporter. inhibition, % at 38.7 µM. hit rate 9.2% among 290,000. AID 2315, 2010; in the data active means inhibition mostly above about 28%, no sharp cut-off; inactive means mostly below about 43%; further: 0% is about no effect
Giardia FBPA inh = qHTS Assay for Inhibitors of Fructose-1,6-bisphosphate Aldolase from Giardia Lamblia. AID 2451, 2010. hit rate 0.71% among 290,000. Potency, µM (top dose mostly 59.6 µM), inactives show at the top dose activity, negative = inhibition, hits mostly inhibitors. purified Giardia FBPA; further: potency means the concentration at half of the fitted maximal effect; on the % scale 0 is the no-effect control and ±100 the full control effect; nearly all actives have a fitted effect of over 55% in size
Target sequence (A8B2U2 whole entry, looked up): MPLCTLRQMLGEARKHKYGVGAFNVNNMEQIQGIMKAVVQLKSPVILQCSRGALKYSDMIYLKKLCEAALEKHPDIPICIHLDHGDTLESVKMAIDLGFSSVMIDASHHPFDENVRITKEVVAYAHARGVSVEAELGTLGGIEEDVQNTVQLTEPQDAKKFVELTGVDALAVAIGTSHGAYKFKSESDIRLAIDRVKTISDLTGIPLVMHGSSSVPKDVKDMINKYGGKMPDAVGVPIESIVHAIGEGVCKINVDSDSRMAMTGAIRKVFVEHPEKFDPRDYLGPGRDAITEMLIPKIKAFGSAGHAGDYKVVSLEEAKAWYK
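Giardia FBPA (40 nM reagent) was preincubated 10 min at RT with compound (up to 57.5 uM final), then substrate plus GAPDH/TPI/NAD/arsenate coupling system with diaphorase/resazurin was added; resorufin fluorescence (525/598 nm) was read after 20 min.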
CHX counter = Cycloheximide Counterscreen for Small Molecule Inhibitors of Shiga Toxin | cell reporter, cycloheximide protein synthesis inhibition counterscreen | max response, % | hit rate 12% among 300,000; in the data active means max response mostly above about 13%, no sharp cut-off; inactive means mostly below about 14%; further: read at 38.3 µM for the half of the compounds with a filed dose; 0% is about no effect
AmpC no deterg = qHTS Inhibitors of AmpC Beta-Lactamase (assay without detergent); Potency, µM (highest dose often 57.1 µM), without a hit: at the top dose activity change, negative = inhibition, usual class: inhibitors; AID 485341, 2010; AmpC nitrocefin hydrolysis, absorbance 480 nm, 0.0001% Triton; P00811; hit rate 0.52% among 330,000;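 further: potency means the concentration at half of the fitted maximal effect; plate controls were no compound for no effect and no enzyme for full effect; nearly all actives have a fitted effect of over 20% in size; some results filed as inactive show a strong effect at the top dose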
Target sequence (P00811 whole entry, looked up): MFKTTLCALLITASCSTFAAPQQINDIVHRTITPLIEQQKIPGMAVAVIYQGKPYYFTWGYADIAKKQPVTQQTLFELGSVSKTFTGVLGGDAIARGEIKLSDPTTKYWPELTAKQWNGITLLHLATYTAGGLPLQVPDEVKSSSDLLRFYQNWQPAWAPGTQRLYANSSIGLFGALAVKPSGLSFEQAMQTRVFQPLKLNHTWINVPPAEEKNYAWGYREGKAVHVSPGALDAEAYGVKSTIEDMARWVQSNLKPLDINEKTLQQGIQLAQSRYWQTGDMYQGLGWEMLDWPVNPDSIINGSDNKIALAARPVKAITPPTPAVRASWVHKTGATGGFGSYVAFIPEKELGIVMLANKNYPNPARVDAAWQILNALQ
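AmpC (5.3 nM in the dispensed reagent) in 20 mM phosphate pH 7.0 with 0.01% (detergent screen) or 0.0001% Triton X-100 was preincubated with compounds for 15 min at room temperature. Nitrocefin was then added from an 800 uM solution, and hydrolysis was followed at 480 nm.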
AMA1-RON2 inh = qHTS for Inhibitors of AMA1-RON; Towards Development of Antimalarial Drug Lead: Primary Screen; Potency, µM (series often up to 58.2 µM), inactives show at the top dose activity change, negative = inhibition, hits mostly inhibitors; hit rate 0.2% among 360,000; Plasmodium falciparum AMA1 (3D7) - RON2 peptide interaction; AlphaScreen AMA1-biotinylated RON2 peptide binding;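 further: potency means the concentration at half of the fitted maximal effect; 0% = vehicle wells and -100% = peptide control; nearly all actives have a fitted effect of over 45% in size; some results filed as inactive show a strong effect at the top dose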
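AMA1 (3D7) with his tag at 25 nM final met compounds first, then biotinylated RON2 peptide at 25 nM; detection used donor plus acceptor beads, 10 µg/mL apiece, read by AlphaScreen after 30 min at room temperature.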
AmpC detergent = qHTS Inhibitors of AmpC Beta-Lactamase (assay with detergent) | hit rate 0.041% among 370,000 | Potency, µM (series often up to 114 µM), inactives show top-dose activity change, negative = inhibition, actives largely listed as inhibitors | AmpC hydrolysis of nitrocefin, absorbance 480 nm, 0.01% Triton;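 further: potency means the concentration at half of the fitted maximal effect; 0% = no-compound wells and -100% = no-enzyme wells; nearly all actives have a fitted effect of over 25% in size; some results filed as inactive show a strong effect at the top dose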
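AmpC (5.3 nM in the dispensed reagent) in 20 mM phosphate pH 7.0 with 0.01% (detergent screen) or 0.0001% Triton X-100 was preincubated with compounds for 15 min at room temperature. Nitrocefin was then added from an 800 uM solution, and hydrolysis was followed at 480 nm.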
HCMV inh = qHTS Assay for inhibitors of the human cytomegalovirus (HCMV). AID 1259415, 2018. hit rate 4.5% among 410,000. HFF cells, HCMV-luciferase reporter, 72 h; hits give low values. activity change, negative = inhibition, % at 57.5 µM; in the data active means activity change below about -60%; inconclusive means no clear call, values can overlap the other calls; inactive means above about -39%; further: on the % scale 0 is the no-effect control and ±100 the full control effect
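Cell-based, HFFs, 1000 cells/well, 16 h 37C; cpds in DMSO + HCMV-luc, MOI 1 PFU/cell; 72 h 37C; OneGlo luminescence after 5 min RT; norm. to buffer vs Salinomycin 10uM.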
Starred values were filed as active, the others as inactive; u = inconclusive; x = not tested or not shown; & = joins results of further samples; [ ] = remark or other dose. Unless noted, the call rests on the fitted dose curve; in most records, active means well fitted curve in the direction sought with a large enough effect; inconclusive means small, poorly fitted or top-dose-only effect, or another doubt; inactive means no such curve, though single readings can be large; an effect the other way counts as inactive or inconclusive. The order is random; overall some 16% were active at least once.

SMILES	Shiga inhibitor	Giardia FBPA inh	CHX counter	AmpC no deterg	AMA1-RON2 inh	AmpC detergent	HCMV inh
Cn1c(=O)c(C(=O)NCCc2ccc(Cl)cc2)c(O)c2ccccc21	15	10%	6	-1%	7%	3%	-28
Cc1oc(-c2ccc(Cl)cc2)nc1CN1CCCC(C(=O)NCCCN2CCOCC2)C1 (stereo not given)	-3	9%	-3	95%[activator]	-17%	3%	u
O=C(c1ccccc1)N1N=C(c2ccccc2O)CC1c1ccccc1 (stereo not given)	-4	6%	-3	-23%	-1%	8%	7
CCOC(=O)c1ccc(NC(=O)Cn2nnc(-c3ccc(C)cc3)n2)cc1	-6	12%	-4	-13%	10%	-14%	-33
CSc1nc(SCCN(C)C)c2c3c(sc2n1)COC(C)(C)C3	-4	0%	-1	53%	-19%	2%	7
Cc1nc(Nc2nc3ccccc3o2)nc2c1CCC2	49	-9%	30*	107%[activator]	57%[activator]	u	-29
CCOc1cc(/C=N\NC(=O)C2C(=O)NCC2c2ccccc2)ccc1OC (stereo not given)	2	5%	-2	-30%	-1%	-6%	-5
COc1ccc(-c2nnc(SCC(=O)NCc3cccs3)n2C(C)C)cc1	-2	4%	-2	-13%	-1%	-1%	-12
CC(=O)c1cccc(NC(=O)NNC(=O)c2ccc(-c3ccccc3)cc2)c1	-6	8%	1	-19%	18%	7%	7
C/C(=N\NC(=O)c1nnn(-c2nonc2N)c1-c1cccs1)c1ccc(O)cc1	5	x	3	-40%	-1%	0%	0
NS(=O)(=O)c1ccc(NC(=S)NC(=O)c2ccc(Br)o2)cc1	17	18µM*	7	-31%	59%[activator]	0%	-28
CCCCN(CC)CCCNC(=O)Cn1nc(Cc2ccncc2)c2ccccc2c1=O	-17	-1%	1	-13%	-3%	u	2
COc1ccc(CCNc2nc3ccc(C)cc3n3cnnc23)cc1OC	4	-5%	-5	-7%	15%	-9%&5%	45&0
CCOP(=O)(OCC)C(NC(=O)NS(=O)(=O)c1ccc(C)cc1)c1ccccc1 (stereo not given)	-7	-5%	1	-20%	4%	u	-23
Cc1ccc2nsnc2c1S(=O)(=O)NCCc1c(C)[nH]c2ccc(F)cc12	-10	-25%	-3	-22%	-4%	u	19
Cc1noc(C)c1NC(=O)N(C)C[C@@H]1Oc2ccc(NC(=O)CCC(F)(F)F)cc2CC(=O)N([C@@H](C)CO)C[C@@H]1C	x	x	x	-4%	-1%	x	-23
Cc1cccnc1NC(=O)CCC(=O)c1cccs1	x	x	x	-8%	-3%	-14%	13
CCN(CC)C(=S)SCC(=O)Nc1ncc2c(n1)CC(C)(C)CC2=O	15	1%	0	-22%	1%	-1%	-21
Cc1ccc2c(c1)/C(=N/OC(=O)c1ccc(F)cc1)CCS2	15	0%	-6	-1%	3%	-1%	9
COc1ccc(C(=O)CSc2n[nH]c(-c3ccco3)n2)cc1	11	u	-2	-30%	54%[activator]	-11%	-30
S=C(Nc1ccccc1)NC1CCN(Cc2ccccc2)CC1	-1	0%	-3	-23%	-14%	0%	-31
CC1CCCCC1NC(=O)CN(C)S(=O)(=O)c1ccc2c(c1)CCC(=O)N2 (stereo not given)	8	x	-3	2%	-1%	-4%	7
O=C(NCCN1CCCCC1)c1cc2ccccc2[nH]1	34	3%	-2	-13%	-10%	-19%	10
CSC1=N/C(=C\c2ccc(C)s2)C(=O)S1	3	9%	6	-17%	-30%	-14%	5
CCCCSc1nc2ccccc2[nH]1	80*	-12%	30*	-16%	-8%	4%	36

The list goes on.
SMILES	Shiga inhibitor	Giardia FBPA inh	CHX counter	AmpC no deterg	AMA1-RON2 inh	AmpC detergent	HCMV inh
Cc1ccc(CNC(=O)C2CCN(S(=O)(=O)c3ccc(Br)s3)CC2)cc1	-7	1%	-1	-17%	-19%	u	-6
CCOC(=O)N1C(=O)C2(CCCCC2)N(c2ccccc2Cl)C1=S	13	-10%	3	-3%	-7%	-20%	-24
O=S(=O)(Nc1ccc(S(=O)(=O)Nc2ncccn2)cc1)c1ccc(Cl)cc1	4	-8%	-5	-18%	-10%	-5%	14
O=C(CSc1nnnn1-c1ccc(C(=O)O)cc1)NC1CCCCC1	-5	4%	1	-19%	-3%	-3%	1
COC(=O)C(C(C)=O)C1=C/C(=N\S(=O)(=O)c2ccc(C)cc2)c2ccccc2C1=O (stereo not given)	-11	13µM*	-1	-25%	-5%	u	x
CCCN1C(=O)c2ccc(C(=O)Nc3nccs3)cc2C1=O	65*	1%	11*	-9%	4%	-1%	3
COC(=O)c1ccccc1N=C(SC)N(C)C	-9	1%	2	-20%	4%	-7%	-10
CCn1c(SCC(=O)NCc2ccco2)nnc1-c1c[nH]c2ccccc12	10	1%	-1	-22%	-9%	-6%	10
COc1ccccc1CNC(=O)COC(=O)Cn1cnc2ccccc21	8	-3%	-5	-21%	4%	4%	46
COc1cccc(/C=N/NC(=O)CN(C)S(=O)(=O)c2ccccc2)c1OC	x	x	x	-18%	-3%	-4%	-2
O=C1CC(N2CCOCC2)C(=O)N1c1ccccc1Cl (stereo not given)	0	2%	-2	-20%	2%	u	-34
CCOC(=O)NN1C(=O)c2ccccc2NC1(C)C	-4	9%	-1	-12%	14%	-12%	-24
CSC1=NCCN1S(=O)(=O)c1ccc(C)cc1	23	-6%	5	-19%	12%	-1%	-24
CCOC(=O)c1c(C)[nH]c(C)c1C(=O)COC(=O)/C=C/c1cccc(C(F)(F)F)c1	-1	-2%	-1	54%	-6%	-12%	-14
Cc1nn(C)c2c(=O)c(=O)c2n(C)[nH]1	16	0%	-3	-7%	-1%	1%	27
CCc1nonc1NC(=O)c1oc2cc(C)c(Cl)cc2c1C	9	2%	6	-23%	5%	-6%&11%	-22&-9
CCc1nn2c(=O)cc(COc3cccc(NC(=O)c4ccco4)c3)nc2s1	28	x	-6	2%	-8%	0%	0
O=C(NC1CCCCC1)c1cccc2c1C(=O)c1ccc(N3CCC(Cc4ccccc4)CC3)cc1S2(=O)=O	x	x	x	-40%	-5%	x	-9
CCCC1CC(C)(C(=O)CSc2n[nH]c(-c3ccccc3)n2)OC1=O (stereo not given)	20	-3%	13	-18%	-15%	0%	46
O=C1NC(c2cccc([N+](=O)[O-])c2)=CCN1c1ccccc1O	9	-5%&-5%&1%	-3	-30%	15%	-9%	-27
CCOC(=O)C1=C(C)NC(SC)=NC1c1ccc(OC)cc1 (stereo not given)	-2	5%	4	-10%	15%	-14%	-13
Cc1cccc(N2CC(C(=O)Nc3ccc(N4CCOCC4)cc3)CC2=O)c1C (stereo not given)	x	x	x	20%	-17%	x	12
CC(C)C[C@@H](CO)N(Cc1ccccc1)S(=O)(=O)N(Cc1ccccc1)[C@@H](CO)CC(C)C	x	x	x	-4%	4%	4%	x
CCn1c(CC(=O)Nc2ccccc2C)nnc1SCC(=O)Nc1nncs1	1	-28%	-4	-11%	0%	-3%	-4
CCOC(=O)C(O)C1CCc2c([nH]c3ccc(C)cc23)C1=O (stereo not given)	50	-8%	25*	-2%	-10%	-1%	29

The list continues:
SMILES	Shiga inhibitor	Giardia FBPA inh	CHX counter	AmpC no deterg	AMA1-RON2 inh	AmpC detergent	HCMV inh
O=c1cc(-c2ccccc2)nc2nc(SCc3ccccc3)[nH]n12	-11	8%	-4	-23%	-2%	-1%	4
Cc1occc1C(=O)Nc1cccc(C(F)(F)F)c1	14	-6%	14	-27%	-1%	-2%	-11
Cc1cc2nc(SCCN3CCCC3)[nH]c2cc1C	14	-16%	12*	-9%	6%	-10%	20
CN(C)S(=O)(=O)c1ccc(N2CCCC2)c(C(=O)NCC2COc3ccccc3O2)c1 (stereo not given)	x	x	x	3%	0%	-18%	-27
O=C(c1ccc2snnc2c1)N1CCN(c2ccccc2)CC1	2	3%	-7	-4%	0%	-8%	-12
COC(=O)Nc1ncc(CN2CCCCC2)s1	-9	0%	-2	-14%	12%	3%	12
O=C1NCCN1C(=O)C12CC3CC(CC(C3)C1)C2	6	-6%	-3	-1%	u	-3%	-14
O=C(N/C(=C/c1ccccc1Cl)C(=O)N1CCCC1)c1ccccc1	-5	6%	5	-5%	0%	-2%	9
CCOC(=O)c1ccc([N+](=O)[O-])c(CS(=O)(=O)c2ccc(Cl)cc2)c1	-9	9%	-4	-41%	-27%	0%	5
NC(=O)C1CCN(C(=O)c2cc(-c3ccccc3Cl)nc3ccccc23)CC1	x	x	x	-11%	6%	x	-4
COc1ccc(CCC(=O)Nc2ccc(S(=O)(=O)Nc3ncccn3)cc2)cc1	x	x	x	-20%	-7%	-6%	-20
CCOc1ccc(N(CC(=O)NC2CCCC2)C(=O)c2ccc(C)s2)cc1	-2	14%	-6	-4%	-4%	-2%	-16
COc1c(O)cnn(-c2ccccc2)c1=O	-8	1%	-3	-4%	-13%	0%	1
COc1ccc(OC)c(CCNC(=O)CCc2nnc3ccc(N4CCCCC4)nn23)c1	-4	x	-3	137%[activator]	18%	u	-29
O=C(O)C1CCC(=O)N(C2CCCCC2)C1c1ccccc1Cl (stereo not given)	-3	9%	-1	-11%	-5%	5%	23
COc1ccc(CC2(CO)CCN(Cc3cccc(OC)c3OC)CC2)cc1	4	2%	0	-1%	-9%	1%	-16
CN1CCN(C(=O)c2ccc(N3CCCC3=O)cc2)CC1	-4	2%	1	-11%	-15%	0%	47
CN(C)S(=O)(=O)c1cccc(NC(=O)CSc2nnnn2-c2ccccc2)c1	12	-4%	6	-34%	-7%	4%	u
CCOC(=O)NC1(C(F)(F)F)NC(=O)N(C2CCCCC2)C1=O (stereo not given)	-13	1%	7	14%	-4%	-6%	-10
COC(=O)c1cc(C(=O)OC)cc(-n2c(C)cc(C(=O)CC#N)c2C)c1	-1	8%	-2	x	13%	-1%	-17
COc1cc(/C=N/NC(=O)CCn2cnc(-c3ccccc3)c2-c2ccccc2)ccc1O	-14	-4%	-3	-19%	u	-8%	-32
CN1CCN(C(=S)NC(=O)c2ccc(-c3ccccc3)cc2)CC1	19	18µM*	-2	17%	63%[activator]	8%	u
CCc1ccc(CN(C)C(=O)c2cc(S(=O)(=O)N3CCOCC3)ccc2N2CCCC2)cc1	x	x	x	171%[activator]	6%	-15%	-24
COc1ccc(-n2c(=S)[nH]c3[nH]ncc3c2=O)cc1	18	18µM*	-2	-9%	58%[activator]	-4%	19

Entries of single compounds, quoted from the list. Order of values: Shiga inhibitor	Giardia FBPA inh	CHX counter	AmpC no deterg	AMA1-RON2 inh	AmpC detergent	HCMV inh
Profile of `COc1ccc(CC2(CO)CCN(Cc3cccc(OC)c3OC)CC2)cc1` = 4	2%	0	-1%	-9%	1%	-16
Profile of `CCOC(=O)NC1(C(F)(F)F)NC(=O)N(C2CCCCC2)C1=O` (stereo not given) = -13	1%	7	14%	-4%	-6%	-10
Profile of `CCOc1ccc(N(CC(=O)NC2CCCC2)C(=O)c2ccc(C)s2)cc1` = -2	14%	-6	-4%	-4%	-2%	-16
